TSG101-PTAP inh: qHTS Assay for Iinhibitors of HIV-1 Budding by Blocking the Interaction of PTAP/TSG101. AID 493005, 2010. Potency, µM (doses to about 115 µM), inactives show at the highest dose activity change, negative = inhibition, actives largely listed as inhibitors. 340,000 tested, under 10 active. Fluorescence polarization, FITC-PTAP peptide / Tsg101 binding; active = well fitted inhibition curve with a large enough effect in the main read-out, with a control signal flat, not every such curve was filed as active; inconclusive = small, poorly fitted or top-dose-only effect, or effect the other way, or a change in a side signal; inactive = no such curve, though single readings can be large or run the other way; note: potency is the fitted concentration of half-maximal effect; % of control where 0% means no effect
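Fluorescence anisotropy tracks displacement of a FITC-tagged PTAP peptide (50 nM) from the Tsg101 binding domain (10 uM), following a 20 min room-temperature incubation at pH 7.5.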
Mito fusion yeast: qHTS Assay for Small Molecule Inhibitors of Mitochondrial Division or Activators of Mitochondrial Fusion; S. cerevisiae fusion-defective mutant growth rescue, CellTiterGlo 48 h; Potency, µM (top dose mostly 46.1 µM), inactives show at the top dose growth rescue (activation), actives largely listed as activators; actives 0.23% (n = 320,000);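 note: potency is the fitted concentration of half-maximal effect; % of control where 0% means no effect; nearly all actives have a fitted effect of over 45% in size; temperature-sensitive fusion mutants such as fzo1-1 at 37 °C on non-fermentable ethanol glycerol medium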
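Growth-rescue viability read-out: after 48 h at the non-permissive 37C in glycerol/ethanol YPEG, yeast mitochondrial fusion mutants are measured by CellTiterGlo luminescence; compounds (23 nl pinned per well) restoring growth score as division inhibitors or fusion activators.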
TSHR antagonist: Antagonists of the Thyroid Stimulating Hormone Receptor: HTS campaign. TSHR-expressing cells, TSH-stimulated cAMP HTRF, 2 h; active compounds read low. activity change, negative = inhibition, % at 11.5 µM. AID 504810, 2011. actives 0.2% (n = 330,000). Thyrotropin receptor (Homo sapiens), P16473;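 active = activity change below a set negative limit, meaning inhibition stronger than a set level, cut at about -70% in these data; inconclusive = activity change between two set negative limits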; note: % is set by controls: 0 for no effect and ±100 for the full control effect
Target sequence (P16473 whole entry, looked up): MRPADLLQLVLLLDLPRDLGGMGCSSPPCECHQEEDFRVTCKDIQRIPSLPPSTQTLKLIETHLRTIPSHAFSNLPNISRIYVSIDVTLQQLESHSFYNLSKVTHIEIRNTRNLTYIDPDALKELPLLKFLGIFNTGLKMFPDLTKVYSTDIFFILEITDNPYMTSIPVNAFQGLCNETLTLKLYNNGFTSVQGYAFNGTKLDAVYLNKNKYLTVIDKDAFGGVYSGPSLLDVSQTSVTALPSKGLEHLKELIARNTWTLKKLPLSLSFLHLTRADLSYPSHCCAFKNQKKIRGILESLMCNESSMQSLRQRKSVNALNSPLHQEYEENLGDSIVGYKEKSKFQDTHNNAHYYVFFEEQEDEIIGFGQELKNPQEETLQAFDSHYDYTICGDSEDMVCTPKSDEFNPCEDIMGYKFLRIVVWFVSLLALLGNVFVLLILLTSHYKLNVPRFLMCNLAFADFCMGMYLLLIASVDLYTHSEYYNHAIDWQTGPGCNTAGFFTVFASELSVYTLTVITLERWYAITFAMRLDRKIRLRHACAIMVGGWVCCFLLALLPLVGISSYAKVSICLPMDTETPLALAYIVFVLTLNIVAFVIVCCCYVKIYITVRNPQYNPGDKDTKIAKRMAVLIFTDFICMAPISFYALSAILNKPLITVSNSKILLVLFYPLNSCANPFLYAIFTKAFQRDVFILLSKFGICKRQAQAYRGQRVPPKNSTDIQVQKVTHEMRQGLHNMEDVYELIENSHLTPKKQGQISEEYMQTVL
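Inhibition of cAMP made by TSHR-expressing cells under TSH stimulation (4nM final, EC80; 2 h, 37 deg C) is quantified with a one-step lysis HTRF kit, anti-cAMP cryptate versus cAMP-d2.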
MBNL1-CUG inh: qHTS Assay for Inhibitors of MBNL1-poly(CUG) RNA binding; Muscleblind-like protein 1 (Homo sapiens), Q9NR56; Potency, µM (titrated, usually from 57.5 µM), inactives show at the top dose activity change, negative = inhibition, most hits filed as inhibitors; TR-FRET MBNL1-His/biotin-(CUG)12 binding, 665/545 ratio; actives 0.036% (n = 280,000); active = well fitted inhibition curve with a large enough effect in the signal ratio, with a control signal flat, not every such curve was filed as active; inconclusive = small, poorly fitted or top-dose-only effect, or effect the other way, or a change in a side signal; inactive = no such curve, though single readings can be large or run the other way; the % refers to the signal ratio; note: potency is the fitted concentration of half-maximal effect; % is set by controls: 0 for no effect and ±100 for the full control effect
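Ratiometric TR-FRET (665 over 545 nm, excitation 340 nm) tracks disruption of MBNL1-His/biotin-(CUG)12 complex after 60 min at room temperature, with compounds at 92 nM to 58 uM final.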
A-T KAP1 phos: qHTS Assay for Identifying a Potential Treatment of Ataxia-Telangiectasia | actives 0.19% (n = 320,000) | […] A-T fibroblasts, KAP-1 phosphorylation AlphaLISA; neocarzinostatin DNA damage 30 min before lysis | AID 485349, 2010 | Potency, µM (top dose mostly 57.5 µM), without a hit: at the highest dose activation, usual class: activators; note: potency is the fitted concentration of half-maximal effect; % of control where 0% means no effect; nearly all actives have a fitted effect of over 45% in size
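hTERT-immortalized A-T patient fibroblasts ([…]), 500 cells/well in OPTI-MEM, 1% FBS, got compounds for 60 min, then NCS for 30 min at 37C. Lysates were then assayed for phospho-KAP-1 by AlphaLISA (anti-pKAP1 donor, anti-KAP1 acceptor beads), 6 hr at 25C.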
Integrin act MD: qHTS for Activators of Integrin-Mediated Alleviation for Muscular Dystrophy | alpha7betagal myoblasts, beta-gal FDG fluorescence, 48 h | Potency, µM (series often up to 38.3 µM), inactives show at the highest dose activation, actives largely listed as activators | actives 0.064% (n = 350,000) | AID 624291, 2012;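 note: potency is the fitted concentration of half-maximal effect; 100% = response of the positive control SU9516; nearly all actives have a fitted effect of over 60% in size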
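Alpha7betagal+/- myoblasts (passage 13) were plated 16-24 hr, then exposed to compounds (1:260 dilution of DMSO stock) for 48 hours at 37C. After MPER lysis, β-galactosidase reporter activity was read as FDG fluorescence (ex 480/em 540) after 30 minutes.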
Menin MLL FP TR: qHTS Assay for Inhibitors Targeting the Menin-MLL Interaction in MLL Related Leukemias: Competition With Texas Red Labeled MLL-derived Mutant Peptide | Menin + Texas Red MLL mutant peptide, fluorescence polarization | Potency, µM (titrated, usually from 61.6 µM), for inactives: top-dose FP activity change, negative = inhibition, hits mostly inhibitors | actives 0.23% (n = 270,000) | AID 1768, 2009; active = well fitted inhibition curve with a large enough effect in the polarisation, with a control signal flat, not every such curve was filed as active; inconclusive = small, poorly fitted or top-dose-only effect, or effect the other way, or a change in a side signal; inactive = no such curve, though single readings can be large or run the other way; the % refers to the polarisation; note: potency is the fitted concentration of half-maximal effect; % of control where 0% means no effect; many of its hits are not listed in these tables
TCR act: Activators of T cell receptors: qHTS campaign | 330,000 tested, under 10 active | primary human leukocytes, anti-CD3, IL-2 HTRF, 48 h | Potency, µM (series often up to 9.22 µM), for the others: at the top dose activation of IL-2 secretion, most hits filed as activators | AID 504894, 2011; note: % of control where 0% means no effect
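Primary human leukocytes were stimulated with a-CD3 beads plus compounds for 48 hr without co-stimulation; secreted IL-2 was quantified by HTRF using a-IL-2-K (europium cryptate) and a-IL-2-d2, excited at 320nm with acceptor emission read at 665nm.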
MLL CXXC-DNA inh: qHTS Fluorescence Polarization Assay for Inhibitors of MLL CXXC domain - DNA interaction; Potency, µM (doses to about 115 µM), for the others: top-dose activity change, negative = inhibition, usual class: inhibitors; MLL-CXXC / FITC-HOXA9 DNA fluorescence polarization; Histone-lysine N-methyltransferase 2A (Homo sapiens), Q03164; actives 0.037% (n = 290,000); AID 2662, 2010; active = well fitted inhibition curve with a large enough effect in the polarisation, with a control signal flat, not every such curve was filed as active; inconclusive = small, poorly fitted or top-dose-only effect, or effect the other way, or a change in a side signal; inactive = no such curve, though single readings can be large or run the other way; the % refers to the polarisation; note: potency is the fitted concentration of half-maximal effect
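Purified MLL-CXXC (added from a 7 uM solution) was preincubated 5 min at ambient with pinned compounds in 50 mM Tris-HCl pH 7.5, 50 mM NaCl, 1 mM DTT, 0.05% BSA. Fluorescein-labeled HOX-A9 DNA (50 nM solution) followed, 30 min, then polarization read.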
S-ASM inh: Inhibitors of Secretory Acid Sphingomyelinase (S-ASM): qHTS. placental ASM, HMU-PC fluorogenic substrate, 60 min. Potency, µM (highest dose often 57.5 µM), inactives show at the highest dose activity change, negative = inhibition, hits mostly inhibitors. actives 0.006% (n = 340,000). AID 504937, 2011; note: potency is the fitted concentration of half-maximal effect
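qHTS format. ASM enzyme prepared from human placenta hydrolyses the fluorogenic substrate HMU-PC0 (9 uM final) over 60 min at 37 °C after a 10 min compound preincubation.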
* hit, by the source's call; ? = inconclusive; . = no result given; [ ] = remark or other dose. Unless noted, calls come from the whole dose curve; as a rule, active = well fitted curve in the direction sought with a large enough effect; inconclusive = small, poorly fitted or top-dose-only effect, or another doubt; inactive = no such curve, though single readings can be large; an effect the other way counts as inactive or inconclusive. Some of the compounds tested (hit frequency here may not be typical).

SMILES	TSG101-PTAP inh	Mito fusion yeast	TSHR antagonist	MBNL1-CUG inh	A-T KAP1 phos	Integrin act MD	Menin MLL FP TR	TCR act	MLL CXXC-DNA inh	S-ASM inh
O=C(CN1C(=O)c2ccccc2S1(=O)=O)NC1CCCCCC1	0.7%	-4.7%	-8.5	0.8%	-7.0%	-11.6%	11.6%	-1.9%	3.4%	3.3%
O=C(c1cccs1)N1CCN(C(=O)c2cccs2)C1=S	-0.9%	.	.	.	.	-52.4%[inhibitor]	.	-1.3%	.	3.9%
O=C(Cn1cc(C(=O)C(F)(F)F)c2ccccc21)NCc1ccco1	1.2%	-5.5%	1.7	-19.1%	1.6%	3.7%	8.3%	0.8%	5.1%	7.4%
O=C(Nc1nc(-c2ccccc2)ns1)c1cccs1	-3.6%	?	-17.1	-1.3%	5.5%	-4.9%	?	-0.2%	-0.1%	-16.9%
COc1ccccc1NC(=O)C(C)Sc1nc(-c2ccccc2)cn1N (stereo not drawn)	-6.4%	-1.5%	-9.0	.	-6.0%	?	.	-9.4%	.	-1.0%
Cc1cc(Nc2ccc(C(=O)O)cc2)nc(N)n1	-3.0%	-1.0%	4.6	-6.4%	4.9%	11.5%	0.0%	.	2.7%	1.5%
CC(C)CC(NC(=O)OC(C)(C)C)C(=O)O (stereo not drawn)	-2.2%	2.1%	3.7	-0.3%	42.3%	-8.1%	.	-0.5%	5.9%	-0.3%
O=C(CN1C(=O)C(=O)c2ccccc21)c1ccccc1	-10.1%	-13.6%	-2.2	18.6%	-28.6%	-3.8%	11.2%	-3.8%	-10.4%	-1.3%
O=C(c1ccccc1)N1CCN(C(=O)c2ccc([N+](=O)[O-])cc2)CC1	-4.8%	-2.3%	13.6	.	2.8%	12.5%	-4.9%	-7.4%[46.1 µM]	-2.8%	2.9%
NC(=O)c1ccsc1NC(=O)COC(=O)c1ccccn1	-6.9%	0.5%	-8.7	.	5.4%	9.0%	.	-10.3%	.	-1.9%
Cc1cc(C)c2nc(-c3ccccn3)cc(C(=O)NCCc3ccc(S(N)(=O)=O)cc3)c2c1	-1.6%	-3.5%	-2.4	13.8%	2.5%	-23.7%	?	-4.5%	2.1%	2.5%
O=C(OCCN1C(=O)c2ccccc2C1=O)C1CC(O)CN1S(=O)(=O)c1ccc(Cl)cc1 (stereo not drawn)	-2.1%	-1.1%	-12.6	.	12.1%	1.4%	.	3.4%	.	2.0%
COc1ccc(C(=O)Nc2ccc(-c3n[nH]c(=S)o3)cc2)cc1OC	-6.1%	0.0%	6.7	-4.3%	-7.2%	16.2%	?	15.0%	-3.5%	-1.0%
CSc1nc(SCC(=O)NCC2CCCO2)c2c3c(sc2n1)CN(C)CC3 (stereo not drawn)	-0.3%	1.3%	-5.2	?	-4.5%	8.1%	.	-0.1%	13.9%	40.8%[activator]
CCOC(=O)c1ccc(NC(=O)c2c(N)n(C)c(=O)n(C)c2=O)cc1	0.2%	.	.	.	.	12.7%	.	0.4%	.	-0.2%
COc1cc(C)c(NC(=S)NCCCN2CCOCC2)cc1OC	-2.8%	6.6%	2.3	-6.6%	-0.6%	-1.7%	7.6%	32.3%	-6.7%	3.5%
COc1ccc(C2=NCCn3c2c2ccc(C(F)(F)F)cc2[n+]3[O-])cc1	-0.8%	2.0%	2.8	.	8.4%	14.0%	.	-6.4%	.	-10.6%
CCCn1cnc2c(Sc3c([N+](=O)[O-])ncn3C)nc(N)nc21	-1.1%	.	.	.	.	-6.0%	.	3.7%	.	0.1%
COc1cccc(-n2c(=O)c3ccccc3n3c(=S)[nH]nc23)c1	-1.7%	0.4%	-13.4	-1.8%	-6.2%	-10.7%	8.2%	-4.3%	3.2%	1.8%
Cc1ccc(C(OCC(O)CNCc2ccc(F)cc2)c2ccccc2)cc1 (stereo not drawn)	-5.0%	-77.8%[inhibitor]	-2.3	-5.2%	10.5%	-73.4%[inhibitor]	?	6.3%	-13.1%	-11.7%
COc1ccc(C(=O)N(C)Cc2ccc(C)o2)cc1OC1CCN(C(C)C)CC1	.	-1.0%	4.6	4.0%	5.4%	-33.4%	.	-1.8%	-8.8%	3.6%
CCCCS(=O)CC(O)COc1ccc(C(C)(C)C)cc1 (stereo not drawn)	.	-1.4%	3.3	-6.7%	0.6%	18.3%	-7.2%	.	3.7%	3.7%
CCOc1ccccc1NC(=O)CSc1nc2c(c(=O)n(C)c(=O)n2C)n1C	-5.1%	15.9%	5.4	-3.7%	1.3%	-19.3%	-7.9%	1.5%	-2.5%	-0.2%
CCc1ccc(S(=O)(=O)NCc2cn3ccccc3n2)s1	-0.9%	-3.7%	16.9	19.2%	17.9%	11.4%	2.1%[11.7 µM]	3.4%	-5.2%	-1.6%
Cc1cc(C(=O)N/N=C\C(Br)=C\c2ccccc2)c(C)o1	0.3%	0.1%	4.0	.	-0.7%	-26.3%	-9.0%	4.4%	20.6%	-8.2%
Continued.
SMILES	TSG101-PTAP inh	Mito fusion yeast	TSHR antagonist	MBNL1-CUG inh	A-T KAP1 phos	Integrin act MD	Menin MLL FP TR	TCR act	MLL CXXC-DNA inh	S-ASM inh
Cc1ccc(NC(=O)CCC(=O)NNC(=S)Nc2ccc(F)cc2F)cc1C	0.3%	6.9%	17.5	-7.1%	2.3%	-6.1%	12.3%	-3.1%	?	-3.3%
COc1ccc(-c2cc(C(=O)N3CCN(S(=O)(=O)c4ccc(C)cc4)CC3)[nH]n2)cc1	-6.9%	-0.1%	-1.2	-5.0%	5.2%	14.7%	6.0%	-1.3%	.	-14.9%
Cc1ccc(Nc2nnc(SCc3cc(=O)n4cc(C)ccc4n3)s2)cc1	-4.3%	-1.1%	0.8	?	-2.7%	-4.1%	2.3%	-3.2%[46.1 µM]	3.0%	-2.1%
COc1ccc(N(CC(C)C)S(=O)(=O)c2nnc(NC(=O)CC(C)C)s2)cc1	-3.2%	6.9%	-2.9	0.5%	-6.0%	-3.4%	?	7.9%	29.9%	-0.3%
CSCCC1Nc2ccc(S(=O)(=O)N3CCOCC3)cc2NC1=O (stereo not drawn)	1.1%	3.1%	-3.3	10.8%	-7.8%	-4.7%	-6.5%	-0.5%	-0.4%	13.6%
O=c1oc(Nc2cccc(Cl)c2)nc2ccccc12	-0.2%	0.5%	-7.1	1.4%	3.6%	?	-6.2%	3.1%	19.8%	1.6%
CN1/C(=C\C(=O)CN2C(=O)NC3(CCCCCC3)C2=O)C(C)(C)c2ccccc21	2.9%	4.2%	0.5	5.5%	-1.3%	-49.8%[inhibitor]	?	-1.0%	20.0%	44.1%[activator]
CCn1nccc1C(=O)Nc1cc(Cl)cc(Cl)c1	-2.2%	-0.5%	0.1	-5.9%	3.9%	-16.5%	?	-8.6%[46.1 µM]	-0.6%	-8.4%
CN(C)CC1(c2ccccc2)CCCC1	-3.5%	-4.2%	4.2	-1.8%	15.3%	13.0%	0.9%	0.2%	-1.1%	3.2%
O=C(COC(=O)C12CC3CC(CC(O)(C3)C1)C2)Nc1ccc(OC(F)F)cc1	-0.6%	-4.8%	12.0	.	6.2%	1.1%	.	3.1%	.	-1.4%
CC(C)c1nnc(NC(=O)CCCC(=O)O)s1	1.9%	-2.2%	0.4	-10.9%	.	-15.9%	10.2%	-2.6%	4.1%	5.4%
O=C(C1CCN(S(=O)(=O)c2cnc[nH]2)CC1)N(CCc1ccccc1)Cc1ccccc1	-6.5%	-8.5%	2.3	0.7%	-5.6%	-3.8%	-17.0%	10.3%	5.1%	3.5%
Nc1c(C(=O)NCc2ccccc2)c2nc3ccccc3nc2n1-c1ccc2c(c1)OCO2	4.2%	3.7%	9.7	5.8%	8.1%	1.6%	?	1.2%	14.5%	.
O=C(CN(C(=O)c1csnn1)c1ccccc1)NCc1ccc2c(c1)OCO2	-2.3%	1.1%	1.6	-5.2%	2.6%	?	-0.6%	-6.6%	-6.5%	-1.6%
